Bioassay records from PubChem.
KDM5B inhibitor: inhibitors of human KDM5B histone demethylase; Potency, µM (doses to about 57.7 µM), for the others: at the highest dose activity change, negative = inhibition, most hits filed as inhibitors; Q9UGL1; 2.6% of 220,000 active; AID 1347165; KDM5B demethylase, FDH-coupled NADH fluorescence (FDH is formaldehyde dehydrogenase); active = well fitted inhibition curve with a large enough effect; inconclusive = small, poorly fitted or top-dose-only effect; inactive = no such curve, though single readings can be large or run the other way; note: 0% is about no effect; nearly all actives have a fitted effect of over 70% in size
Target sequence (Q9UGL1 whole entry, looked up): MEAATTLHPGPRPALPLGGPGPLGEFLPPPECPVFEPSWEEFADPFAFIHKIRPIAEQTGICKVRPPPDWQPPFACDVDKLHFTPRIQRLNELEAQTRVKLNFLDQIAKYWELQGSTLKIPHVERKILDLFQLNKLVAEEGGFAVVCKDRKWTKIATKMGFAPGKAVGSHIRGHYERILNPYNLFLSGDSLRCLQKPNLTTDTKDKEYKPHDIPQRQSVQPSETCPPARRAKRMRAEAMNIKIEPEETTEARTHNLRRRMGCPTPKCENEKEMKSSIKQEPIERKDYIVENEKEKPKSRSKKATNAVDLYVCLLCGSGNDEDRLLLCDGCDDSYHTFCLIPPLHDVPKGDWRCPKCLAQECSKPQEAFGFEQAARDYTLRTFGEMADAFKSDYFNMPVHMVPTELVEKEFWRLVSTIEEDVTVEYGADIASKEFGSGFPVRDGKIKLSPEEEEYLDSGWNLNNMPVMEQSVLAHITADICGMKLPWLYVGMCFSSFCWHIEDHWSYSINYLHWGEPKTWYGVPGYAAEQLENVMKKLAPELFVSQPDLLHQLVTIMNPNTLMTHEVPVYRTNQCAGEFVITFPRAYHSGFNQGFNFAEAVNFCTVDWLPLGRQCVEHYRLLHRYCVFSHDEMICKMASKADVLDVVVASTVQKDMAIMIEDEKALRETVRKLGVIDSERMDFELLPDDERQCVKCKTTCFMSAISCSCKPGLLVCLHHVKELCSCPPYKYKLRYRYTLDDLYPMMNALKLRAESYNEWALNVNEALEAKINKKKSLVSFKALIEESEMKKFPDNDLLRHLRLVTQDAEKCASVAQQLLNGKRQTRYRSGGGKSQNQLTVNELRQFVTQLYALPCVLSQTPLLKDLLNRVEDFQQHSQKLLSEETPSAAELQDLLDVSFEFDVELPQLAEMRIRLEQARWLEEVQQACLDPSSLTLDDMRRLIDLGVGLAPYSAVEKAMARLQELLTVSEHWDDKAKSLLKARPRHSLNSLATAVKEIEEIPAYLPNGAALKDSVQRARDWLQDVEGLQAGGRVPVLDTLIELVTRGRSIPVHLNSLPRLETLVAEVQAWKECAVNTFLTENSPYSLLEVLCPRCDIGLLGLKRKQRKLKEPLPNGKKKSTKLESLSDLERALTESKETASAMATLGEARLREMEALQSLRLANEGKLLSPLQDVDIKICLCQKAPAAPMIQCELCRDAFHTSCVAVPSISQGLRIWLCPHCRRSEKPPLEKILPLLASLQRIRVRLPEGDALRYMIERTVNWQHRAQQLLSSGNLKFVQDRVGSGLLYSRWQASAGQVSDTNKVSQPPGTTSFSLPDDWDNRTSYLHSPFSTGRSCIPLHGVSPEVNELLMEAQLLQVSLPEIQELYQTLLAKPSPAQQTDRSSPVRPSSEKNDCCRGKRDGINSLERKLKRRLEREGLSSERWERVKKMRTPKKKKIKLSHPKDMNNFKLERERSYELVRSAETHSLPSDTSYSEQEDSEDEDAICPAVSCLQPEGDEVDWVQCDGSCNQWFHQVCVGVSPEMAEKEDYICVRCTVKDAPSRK
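KDM5BΔAP (200 nM final) in 50 mM HEPES pH 7.5, 0.01% Tween-20 was preincubated 10 min at RT with compound over a concentration range. Substrate mix (H3K4me3 12.5 µM, α-KG 25 µM, Fe²⁺, ascorbate, NAD⁺, FDH) was added, and NADH fluorescence change over 30 min gave dose-response curves.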
The depositor's hits bear a star; i = inactive; ? = inconclusive; [ ] = remark or other dose. Potency is the fitted concentration of half-maximal effect.

KDM5B inhibitor | SMILES
? | CCCCC(=O)Nc1ccc2c(c1)nc1n2CCN(CCOC)C1
9% | Cc1c(O)cccc1C(=O)N1CCC2(CC1)Nc1ccccc1NC2=O
27% | CC1CCN(S(=O)(=O)N2CCCC(c3nc4ccccc4o3)C2)CC1 (stereo not drawn)
4% | C[C@]1(CO)C2CC[C@@H](O)[C@@H](CC(=O)NCc3ccccc3)[C@]2(C)CC[C@H]1OC(=O)Nc1ccccc1 (stereo partly drawn)
-27% | Cc1ccc(CNC(=O)c2sc3ncnc(N(C)C4CCCCC4)c3c2C)cc1
-6% | O=C(c1cccc(F)c1)N1CCCC(c2noc(COc3ccccc3)n2)C1 (stereo not drawn)
-2% | O=C(c1cc(Cl)nc2ccccc12)N(Cc1nnc(-c2ccccc2Cl)o1)C1CC1
-22% | COC1CN(c2ccc(C)cc2)C12CCN(C(=O)COc1ccccc1)CC2 (stereo not drawn)
-2% | O=C(N/N=C/c1ccc(OC(=O)c2cccc(Br)c2)cc1)c1cccnc1
18% | O=C(CCc1nc(CSc2nc3ccccc3o2)no1)Nc1ccc2ccccc2c1
8% | Cc1csc(/C(C#N)=C\NC2CC(C)(C)NC(C)(C)C2)n1
14% | CC(C)NC(=O)/C=C/c1ccc(F)cc1
? | CC(=O)NCc1ccc(-c2cc(NC3CCCC3)nc3[nH]ccc23)nc1
? | COc1ccc(NC(=O)Cn2c(=O)n(-c3ccc(C)cc3)c(=O)c3c2c2cc(C)ccc2n3C)cc1
? | O=C(Cn1ccn2nc(-c3ccccc3)c(CO)c2c1=O)Nc1ccc2c(c1)CCC2
? | COC(=O)c1scc(-c2ccc(C)cc2)c1S(=O)(=O)N1CCN(c2ccccc2)CC1
7% | CCOc1ccc(S(=O)(=O)N2CCN(C(C(=O)O)c3c[nH]c4ccc(Cl)cc34)CC2)cc1 (stereo not drawn)
2% | Cn1nccc1C(=O)N1CCC(n2nccc2NC(=O)CCOc2ccccc2)CC1
-19%[86.2 µM] | c1cc(-c2cnc([C@@H]3COCCN3C3CCCCC3)[nH]2)ccn1
-9% | CCOC(=O)c1ccc(NC(=O)CSc2cc(-c3ccccc3)nc(C)n2)cc1
3% | CCCCN(C)C(=O)C1CCCN(c2ncnc3onc(-c4ccc(F)cc4)c23)C1 (stereo not drawn)
-2% | Cn1c(Sc2ncnc3scc(-c4ccccc4)c23)nnc1-c1ccccc1F
4% | O=C(Nc1ccc(Cl)cc1)N1CCC2(CC1)CCN(Cc1cccs1)c1ccccc1O2
-13% | O=C(c1ccc2[nH]ccc2c1)N1CCC2(CC1)N=C(c1ccc(Br)cc1)NO2
-2% | Cn1c(=O)[nH]c(=O)c2c1nc(N1CCN(Cc3ccc(F)cc3)CC1)n2C/C=C/c1ccccc1
-21% | COc1ccccc1N1CCN(C(=O)C2Cc3ccccc3CN2C(=O)c2ccco2)CC1 (stereo not drawn)
? | Fc1ccccc1Nc1c2c(nc3ccccc13)CCC2
28µM* | COc1cccc(C2CNC(=O)c3nc(-c4ccc(C(=O)N(C)C)o4)[nH]c3C2)c1 (stereo not drawn)
-28% | C=CCN(C)C(=O)[C@@H](C)C1CC[C@@]2(C)Cc3sc(CSc4ccccc4)nc3[C@@H](C)[C@@H]2[C@H]1O (stereo partly drawn)
-11% | Cc1nn(CC(=O)NC2CC(c3nnc(CN(C)C)n3C)C2)c(C)c1Cl (stereo not drawn)

Among those listed so far, these contain bromine:
KDM5B inhibitor | SMILES
-2% | O=C(N/N=C/c1ccc(OC(=O)c2cccc(Br)c2)cc1)c1cccnc1
-13% | O=C(c1ccc2[nH]ccc2c1)N1CCC2(CC1)N=C(c1ccc(Br)cc1)NO2

Additional entries
KDM5B inhibitor | SMILES
-14% | CC1CCn2c(nc3cc(C(=O)NCc4ccc(F)cc4)ccc32)C1 (stereo not drawn)
0% | O=C(CCC1CCN(C(=O)c2ccccc2)CC1)Nc1cccc(Cl)c1
? | COc1ccccc1CNc1ccccc1C(=O)O
? | Cc1ccccc1CNC(=O)CCC(=O)N1CCSc2ccccc21
36%[activator] | Cc1ccc(S(=O)(=O)NCCn2c(C)cnc2C2CCC2)c(C)c1
-22% | O=C(NC1CCCC1)c1cccc2c1CCN2S(=O)(=O)c1ccccc1F
? | COc1ccc(OC)c(NC(=O)Cc2c(C)n(C(=O)c3ccc(Cl)cc3)c3ccc(OC)cc23)c1
-21% | CC1Cc2cc(S(=O)(=O)NCc3ccccc3Cl)ccc2N1C(=O)C1CCC1 (stereo not drawn)
8% | CCOC(=O)c1sc(N2C(=O)c3oc4cc(C)c(C)cc4c(=O)c3C2c2cccc(O)c2)nc1C (stereo not drawn)
-3%[86.2 µM] | O=C1NC2(CCCN(C(=O)c3ccccn3)C2)Oc2ccccc21 (stereo not drawn)
-1% | COc1cc(C(=O)Nc2cccc(-c3nc4ccccc4o3)c2)cc(OC)c1OC
16% | CCc1sc(C(=O)NC(C)C)cc1C
3% | CC(=O)N1CCN(C(=O)c2oc3ccccc3c2C)CC1
? | Cc1cnc(CCNC(=O)c2n[nH]c3ccccc23)n1C1CC1
18% | O=C1COc2ccc(C(=O)CCl)cc2N1
28µM* | Cc1ccccc1C(=O)N1CCc2c(nc3cc[nH]n3c2=O)C1
-32% | COC(=O)c1ccccc1-c1ccc(C=C(C#N)C#N)o1
20%[115 µM] | CCN1CCC2(CC1)Cc1ccccc1CN(S(=O)(=O)c1ccccc1)C2
-8%[86.2 µM] | C[S+](=O)([O-])CCn1ncc2cc(OCC3CCN(CCC(F)(F)F)CC3)ccc21
? | CCn1nc(C)c2c(-c3ccccc3)cc(=O)n(C(C)C(=O)NCc3ccc(C)cc3)c21 (stereo not drawn)
12%[86.2 µM] | COc1cccc(CN2CC[C@@H](CO)N(C)c3cccnc3C2)c1
-21% | CC(C)(C)C(C)(O)C#CCN1CCCC1 (stereo not drawn)
2% | COc1ccc(CCC(=O)Oc2ccc3ccc(OC)cc3c2)cc1
35%[activator] | CCCCCCCCCCCC(=O)N/N=C/C(C)=C/c1ccc(C(C)(C)C)cc1
-21% | O=C1COc2ccc(C(=O)COC(=O)c3ccccc3F)cc2N1
-26% | Cn1cc2c3c(cccc31)CN(C(=O)c1ccccc1F)CC2
0% | O=C(c1ccccc1)C(Cl)C(c1ccccc1)C1(Cl)CCCCC1=O (stereo not drawn)
? | O=C(CCSCc1cnn(-c2ccccc2)c1-n1cccc1)NCc1ccccc1Cl
-11% | CCOC(=O)CC(NC(=O)Cn1nnc(-c2ccccc2Cl)n1)c1ccc(OC)cc1 (stereo not drawn)
10%[86.2 µM] | CN1C(=O)C2(CCN(S(=O)(=O)c3ccccc3)C2)c2ccccc21 (stereo not drawn)

Random excerpt: three entries already listed.
KDM5B inhibitor | SMILES
36%[activator] | Cc1ccc(S(=O)(=O)NCCn2c(C)cnc2C2CCC2)c(C)c1
-11% | Cc1nn(CC(=O)NC2CC(c3nnc(CN(C)C)n3C)C2)c(C)c1Cl (stereo not drawn)
? | Cc1ccccc1CNC(=O)CCC(=O)N1CCSc2ccccc21

Some of these compounds in order of the KDM5B inhibitor value, ascending:
KDM5B inhibitor | SMILES
-32% | COC(=O)c1ccccc1-c1ccc(C=C(C#N)C#N)o1
-21% | CC(C)(C)C(C)(O)C#CCN1CCCC1 (stereo not drawn)
-11% | CCOC(=O)CC(NC(=O)Cn1nnc(-c2ccccc2Cl)n1)c1ccc(OC)cc1 (stereo not drawn)
8% | Cc1csc(/C(C#N)=C\NC2CC(C)(C)NC(C)(C)C2)n1
14% | CC(C)NC(=O)/C=C/c1ccc(F)cc1
18% | O=C(CCc1nc(CSc2nc3ccccc3o2)no1)Nc1ccc2ccccc2c1

(continued)
KDM5B inhibitor | SMILES
-10% | CCCCn1cnc2c1c(=O)n(CC(=O)Nc1cccc(Cl)c1)c(=O)n2CCCC
? | O=C(c1cc(-c2cccs2)[nH]n1)N1CCc2nc3cc[nH]n3c(=O)c2C1
-5% | O=C(NCc1ccccc1Cl)c1ccc2nc(Cc3ccccc3)oc2c1
? | CN(C)C(=O)N1CCN(c2nc3ncccc3o2)CC1
? | CCCCc1cc(=O)oc2cc(C)cc(OCC(=O)NCCN3CCOCC3)c12
-16% | CCNc1nc2c(c(=O)n(C)c(=O)n2C)n1Cc1ccc(F)cc1
? | Oc1c(Cl)cc(Cl)cc1C=Nc1cccc2ccccc12
-3%[86.2 µM] | COc1cccc(CN2CCOC3(CCN(Cc4ccc(OC)nc4)CC3)C2=O)c1
-8% | CCCC1=Nc2cc(C(=O)N3CCC(C)CC3)ccc2Sc2ccc(C)cc21
? | C=Cc1cccc(CN2CCCC3(CCNC3)C2)c1 (stereo not drawn)
22% | CCCNc1nc2ccccc2nc1C(=O)Nc1cccc(C)c1C
32µM* | COc1ccc2c(C)c(-c3nc(C4CCOC4)no3)oc2c1 (stereo not drawn)
-24% | Cn1c(=O)c2c(nc(SCC(=O)Nc3ccc(F)cc3F)n2Cc2ccccc2)n(C)c1=O
4% | CCCCn1cnc2c1c(=O)n(CC(=O)Nc1cccc(Cl)c1)c(=O)n2CC(C)C
2% | Cc1ccc(OCC(=O)Nc2ccc3oc(-c4ccccc4)nc3c2)c(C)c1
28µM* | O=C(O)C1(O)CCN(c2ncc(F)c(N3CCOCC3)n2)CC1
-18% | Cc1ccc(NC(=O)Nc2ccc3nc(NS(=O)(=O)c4ccccc4)sc3c2)cc1
-14% | COc1ccc(NC(=O)N[C@@H](CCSC)C(=O)O)cc1
4% | Cc1cc(S(=O)(=O)N2CCOCC2)ccc1OCC(=O)N1CCC(C)CC1
9% | Cc1ccc(-n2nnnc2Sc2nnnn2-c2ccccc2)c(C)c1
-5% | O=c1oc2cc(O)ccc2c(O)c1-c1ccccc1
6% | O=C(Nc1ccccc1F)N1CCCC(Cn2c(C3CC3)nc3cccnc32)C1 (stereo not drawn)
? | O/N=C1\CCCc2c1[nH]c1ccc(OCc3ccccc3)cc21
-13% | CCc1ccc(NC(=O)CN2CCCN(Cc3cccc(Cl)c3)S2(=O)=O)cc1
25% | COc1ccc(-c2csc(Nc3cccc4ccccc34)n2)cc1
-21% | N#Cc1ccc(C(=O)N2CCC(n3cc(-c4nc(C5CC5)no4)nn3)C2)cc1 (stereo not drawn)
? | CCc1noc(CN2CCN(c3oc(-c4ccco4)nc3C#N)CC2)n1
35µM* | Cc1ccc(C(=O)N2CCC(N3CCCCCC3=O)CC2)cc1
16% | CCCn1nc(C)cc1CN(C)c1ccc(NS(=O)(=O)c2cccc(Cl)c2C)cc1C(=O)O
12% | Cc1ccc([S+](=O)([O-])N2CC3(Cc4ccccc4N([S+](C)(=O)[O-])C3)C2)cc1

The list continues:
KDM5B inhibitor | SMILES
-28% | C/C(=N\NC(=S)Nc1ccccc1)c1cccc(C(F)(F)F)c1
18% | Cc1ccc(O)c(NC(=O)COc2ccc3c(=O)c(-c4ccccc4)c(C)oc3c2)c1
-1% | O=C(Oc1ccccc1)N(c1ccccc1)c1ccccc1
-8% | O=C1CCC2(CCN(C(=O)c3cccs3)CC2)CN1CCc1ccncc1
-15% | CC(C)c1ccc(/C=C(/C#N)c2nc3ccccc3[nH]2)cc1
-11% | Cc1ccccc1NC(=O)Cn1nc2c(cc1=O)CCCCC2
26% | Cc1cccc(NC(=O)c2ccc(S(=O)(=O)NCc3cccnc3)cc2)c1C
-8% | O=C(Nc1nc2cc3c(cc2s1)OCO3)c1ccco1
-15% | O=C(c1ccccc1)N1CCc2cc(CNS(=O)(=O)c3ccccc3Cl)ccc21
4% | O=C(NC1CCCC1)c1cc(-c2ccncc2)nc2ccccc12
? | Cc1noc(C)c1COc1ccc(CC(=O)Nc2ncccc2O)cc1
23% | COc1ccc(S(=O)(=O)N2C[C@@H](F)C[C@H]2C(=O)N2CCCCC2)cc1OC
-3% | CSc1cccc(C(=O)Nc2nc(-c3nc4ccccc4s3)cs2)c1
9% | Cc1ccc2c(=O)cc(C(=O)Nc3nc4ccc(Cl)cc4s3)oc2c1
11% | O=C(NC1CCCCC1)C1=Cc2cc(Br)ccc2OC1
-13%[149 µM] | O=C1N(c2ccccc2)c2ccccc2C12CCN(Cc1ccsc1)C2 (stereo not drawn)
-10% | Cc1cc(C)c2c(=O)cc(C(=O)Nc3sc4c(c3C(=O)NCc3ccccc3)CCCC4)oc2c1
i | COc1ccc(-c2ccc(C(=O)N[C@H](c3ccccn3)C3CC(O)C3)o2)cc1 (stereo partly drawn)
11% | COc1ccc(/C=C/C(=O)NC(=S)NNC(=O)c2cc(OC)c(OC)c(OC)c2)cc1
-11% | CCOC(=O)C1CCCN(Cc2cn3c(-c4ccc(Br)cc4)nnc3s2)C1 (stereo not drawn)
9% | COc1ccc(OC)c(C(=O)N2CCC(C(=O)O)CC2)c1
8%[86.2 µM] | O=C1N(C2CCCCC2)C[C@H]2CN(S(=O)(=O)c3ccccc3)CCN12
-6% | COc1ccc(NC(=O)CN2CCN(C3CCCCC3)C(=O)C2=O)cc1
-3% | Cc1cccc(-n2ccnc2SCC(=O)Nc2cccc3ccccc23)c1

In the list so far, 5 contain a cyano group.
KDM5B inhibitor | SMILES
8% | Cc1csc(/C(C#N)=C\NC2CC(C)(C)NC(C)(C)C2)n1
-32% | COC(=O)c1ccccc1-c1ccc(C=C(C#N)C#N)o1
-21% | N#Cc1ccc(C(=O)N2CCC(n3cc(-c4nc(C5CC5)no4)nn3)C2)cc1 (stereo not drawn)
? | CCc1noc(CN2CCN(c3oc(-c4ccco4)nc3C#N)CC2)n1
-15% | CC(C)c1ccc(/C=C(/C#N)c2nc3ccccc3[nH]2)cc1

The list is partial; count on the stated rates, not on these rows.
